Bioassay records as filed in PubChem BioAssay.
ERK EGF block: qHTS Assay for Inhibitors of the ERK Signaling Pathway using a Homogeneous Screening Assay; Stimulation with EGF; Potency, µM (titrated, usually from 11.5 µM), for the others: top-dose activity change, negative = inhibition, usual class: inhibitors; HEK293-V1b, EGF-stimulated phospho-ERK AlphaScreen; 130,000 tested, 0.41% active; AID 1454, 2008; active = well fitted inhibition curve with a large enough effect; inconclusive = small, poorly fitted or top-dose-only effect, or effect the other way;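 note: plate controls were stimulated vehicle wells for no effect and unstimulated vehicle basal for full effect; nearly all actives have a fitted effect of over 55% in size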
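EGF-stimulated (25 nM, 5 min) phospho-ERK in HEK293 cells stably expressing V1b, cells pretreated 30 min with compound at 37C. Homogeneous AlphaScreen read on lysates.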
An asterisk follows results filed as active; ? = inconclusive; [ ] = remark or other dose. Potency is the fitted concentration of half-maximal effect. Only part of the results is shown; the hit share may differ from the screen's.

ERK EGF block	compound
14%	COC(=O)Nc1nnc(/C=C/c2ccc(OC)cc2)s1
2%	COc1ccccc1CN1CCN(Cc2nc(Cc3ccccc3)no2)CC1
-8%	C=CCNCC(=O)Nc1sc2c(c1C(=O)Nc1ccc(OC)cc1OC)CCC2
-9%	CCOc1ccc(CC(=O)Nc2ccc(NC(=O)c3ccco3)cc2)cc1OCC
-3%	Fc1ccc(CSc2nnc(-c3cccnc3)o2)cc1
-3%	CC(C)c1ccc(CN2CCN(C(=O)CCl)CC2)cc1
7%[57.5 µM]	COC(=O)CC(CP(=O)(O)CN(C)C=O)C(=O)OC (stereo not drawn)
3%	Cc1ccc(C(=O)NC(=S)Nc2ccc3[nH]c(=O)[nH]c3c2)cc1
-9%	O=[N+]([O-])c1ccc(NCc2ccccc2)nc1
-5%[57.5 µM]	CC(=O)C(Sc1nnnn1-c1ccccc1)C(C)=O
2%[57.5 µM]	Cn1c(=O)c2c(ncn2CC(=O)N2CCN(c3ccc([N+](=O)[O-])cc3)CC2)n(C)c1=O
7%	Cc1ccsc1/C=N/NC(=O)c1ccc2nc[nH]c2c1
?	O=C(O)CCCCCN1C(=O)/C(=C\c2cn(-c3ccccc3)nc2-c2cccs2)SC1=S
0%	CC(N)=NCCCC[C@@H](N)C(=O)O
5%	CC(C)CN(CCNC(=O)CN1C(=O)CSc2ccc(S(=O)(=O)N3CCOCC3)cc21)CC(C)C
-11%[25.7 µM]	O=C1C=CC(=O)c2c1ccc1c2ccc2ccccc21
-8%	COc1cc(/C=N/n2cnnc2)ccc1OS(=O)(=O)c1ccccc1[N+](=O)[O-]
1%	CCn1c(C(=O)N2CCC(C(=O)NCc3ccc4c(c3)OCO4)CC2)cc2sccc21
?	Cc1cc(Nc2cc(F)ccc2C)n2nc(C)nc2n1
-20%	CCc1ccc(Sc2cc(C(=O)NCCN3CCOCC3)c3ccccc3n2)cc1
2%	CCCn1nc(C(=O)OCn2nnc3ccccc3c2=O)c2ccccc2c1=O
-4%	Cc1ccc(N(C)S(=O)(=O)c2cccc(C(=O)Oc3ccc4c(C)cc(=O)oc4c3)c2)cc1
-1%	NC(N)=Nc1nc(CSCC/C(N)=N/S(N)(=O)=O)cs1
-3%	Cc1ccccc1C(=O)OCn1nnc2ccccc2c1=O
8%[57.5 µM]	Cc1[nH]c2ccccc2c1C(=O)CN1C(=O)C(=O)N(C2CCCC2)C1=O
3%	Cc1ccc2cc(CN(CC3CCCO3)C(=S)NCc3ccco3)c(=O)[nH]c2c1C (stereo not drawn)
-7%	CC(C)CN1C(=O)C(=O)N(CC(=O)N2CCC(Cc3ccccc3)CC2)C1=O
1%	O=c1cnnc(Nc2cccc(F)c2)[nH]1
-1%	CC(=O)N=c1n(C)c2ccccc2n1CCOc1ccccc1
-4%	O=c1cc(CN2CCC(Cc3ccccc3)CC2)nc2sccn12
-19%	COc1ccc2[nH]cc(CC(=O)O)c2c1
0%[57.5 µM]	O=C(COc1ccccc1)Nc1ccc2c(c1)C(=O)N(CC1CCCO1)C2=O (stereo not drawn)
-3%[57.5 µM]	CCCCCCN(C(=O)CCCCCN1C(=O)NC(c2ccc(-c3ccccc3)cc2)C(C(=O)OCc2ccccc2)=C1C)C(C(=O)NCCCC)c1ccc(-c2ccccc2)cc1 (stereo not drawn)
1%	COc1ccccc1CNC(=O)COC(=O)c1ccc(Cl)c(N)c1
1%[57.5 µM]	CCc1ccc(C2c3[nH]c4ccccc4c3CCN2C(=O)c2cc[n+]([O-])cc2)cc1 (stereo not drawn)
-1%	O=C(O)CCC(NC(=O)C1CCCN1C(=O)OCc1ccccc1)C(=O)O (stereo not drawn)
-6%	O=C(NCCc1c[nH]c2ccccc12)C1CCN(S(=O)(=O)c2ccccc2F)CC1
4%[57.5 µM]	O=C(Nc1ccc(N2CCOCC2)cc1Cl)C1CCN(C(=O)OCc2ccccc2)CC1
1%	CCOc1ccc(C(=O)NCC(=O)OCc2c(C)noc2C)cc1
?	Cc1ccc(-c2nc(-c3nccc4ccccc34)oc2-c2ccccc2)cc1
-2%	CC(=O)N1CCC[C@@]2(CCN(C(c3ccccc3)c3ccccc3)C2)C1
-3%[57.5 µM]	COC(=O)[C@@H](NC(=O)NCCC1=CCCCC1)C(C)C
-7%	O=C(/C=C/c1ccc(Br)o1)NCc1ccccc1
2%	N#CC1=C(N)SC(N)=C(C#N)C1C1C=CCCC1 (stereo not drawn)
0%	COc1cc(/C=C/c2ccc3cccc(OC)c3n2)c(O)c([N+](=O)[O-])c1
-6%[25.7 µM]	CC(=O)OCC(=O)[C@@]1(O)CC[C@@H]2[C@H]3CCC4=CC(=O)CC[C@]4(C)[C@]3(F)[C@@H](O)C[C@@]21C
10%[57.5 µM]	CN1c2ccccc2C(=O)/C(=C\Nc2ccc(F)cc2F)S1(=O)=O
-11%	Cc1ccc(N(C(=O)Cn2nnc3ccccc32)C(C(=O)NCc2ccccc2)c2ccccn2)cc1 (stereo not drawn)
?	CC(NC(=O)CC(c1ccccc1)c1cc(Cl)ccc1O)c1ccccc1 (stereo not drawn)
2%	O=C(Cc1cccs1)N/N=C/C=C/c1ccccc1
-10%	CN(C(=O)CCn1c(=S)oc2ccccc21)c1ccc(F)cc1
-9%	CCn1c(C)nc2cc(C(=O)N=Nc3c(O)[nH]c4c(C)cc(C)cc34)ccc21
-3%	Cc1ccc(NC(=O)/C=C/C(=O)O)c([N+](=O)[O-])c1
0%	CCOC(=O)c1c(C)c(C(=O)NCc2ccco2)c(C)n1C
-7%	CC1(C)OC(=O)C(=CNCCc2ccc(O)cc2)C(=O)O1
-2%	CO/N=C/C(C#N)=C/c1cc(C(=O)c2ccc(F)cc2)cn1C
-3%	COc1ccc(C(C)(C)C)cc1NC(=O)CCCn1c(=O)oc2ccccc21
-6%	Cc1ccc(C)c(NC(=S)N2CCCCC2CO)c1 (stereo not drawn)
13%[57.5 µM]	COc1ccc(C(=O)NCc2ccc3c(c2)CCO3)cc1
-9%[57.5 µM]	Cc1ccc(C(=O)Nc2cccnc2Oc2ccc(Cl)cc2)cc1

5 structures already listed, sorted by molecular weight, rising:
ERK EGF block	compound
-3%	Cc1ccc(NC(=O)/C=C/C(=O)O)c([N+](=O)[O-])c1
0%	CCOC(=O)c1c(C)c(C(=O)NCc2ccco2)c(C)n1C
-10%	CN(C(=O)CCn1c(=S)oc2ccccc21)c1ccc(F)cc1
-9%[57.5 µM]	Cc1ccc(C(=O)Nc2cccnc2Oc2ccc(Cl)cc2)cc1
-9%	CCn1c(C)nc2cc(C(=O)N=Nc3c(O)[nH]c4c(C)cc(C)cc34)ccc21

2 entries from above, with each value named:
Cc1ccsc1/C=N/NC(=O)c1ccc2nc[nH]c2c1
- ERK EGF block = 7%
O=C(Cc1cccs1)N/N=C/C=C/c1ccccc1
- ERK EGF block = 2%

(listing goes on)
ERK EGF block	compound
15%	O=C(NCc1cccs1)c1cc(S(=O)(=O)N2CCCCC2)ccc1Cl
-1%	CCn1nnnc1SCC(=O)Nc1nc(-c2cccs2)cs1
-7%[57.5 µM]	CCC(C)(C)NC(=O)c1cccc(NC(=O)C(C)C)c1
-6%	COc1ccccc1/C=N/OC(=O)c1ccc(C)cc1
-1%	CCOc1ccc(NC(=O)CSc2nnc(Cn3cnc([N+](=O)[O-])n3)n2C)cc1
-5%	CC1C=CCC2C(=O)N(c3cc(Cl)ccc3O)C(=O)C12 (stereo not drawn)
-6%	COc1ccccc1/C=C/C(=O)OCC(=O)NCc1ccco1
2%	NC(Cc1c[nH]c2ccccc12)C(=O)NCc1ccco1 (stereo not drawn)
1%	Cc1cc(NC(=O)NC2(C(F)(F)F)Oc3ccc(Cl)cc3O2)no1 (stereo not drawn)
1%	CC(CCc1ccccc1)NC(=O)CN1CCN(c2ccc(O)cc2)CC1 (stereo not drawn)
-6%	N/C(=N\OC(=O)c1cccc2ccccc12)c1cccnc1
-21%[57.5 µM]	Nc1c2nc(-c3ccccc3)[nH]c(=O)c2nc(=O)n1-c1ccccc1
-6%	COc1ccccc1C(=O)NNC(=S)Nc1ccccc1
-6%	Cc1ccc(SCC(=O)c2c(C)nc3ccccn23)cc1
-21%	CC/C(=N\n1nnnc1Nc1ccccc1)c1ccccc1
1%	O=[N+]([O-])c1ccc(-c2csc(N3CCc4ccccc4C3)n2)cc1
10%	C/C(=N\NC(=O)COc1ccccc1-c1ccccc1)c1cccnc1
8%	CC1=C(C(=O)NCc2ccccc2)C(c2cc(Br)cc(Br)c2OC(C)C)NC(=O)N1 (stereo not drawn)
6%	CS(=O)(=O)N1CCC[C@@]2(CCN(Cc3ccccc3)C2)C1
7%	CCOc1ncccc1C(=O)NCCN1C(=O)S/C(=C/c2cccs2)C1=O
2%[57.5 µM]	C/C(=N\NC(=O)c1ccc(OC2OCCOC2Oc2ccc(C(=O)N/N=C(\C)c3ccncc3)cc2)cc1)c1ccncc1 (stereo not drawn)
1%	Cc1nnsc1Sc1ccccc1C(=O)O
-1%	Cc1ccn2c(C(=O)N/N=C\c3ccc4c(c3)OCO4)c(C)nc2c1
-7%	O=C(N/N=C/c1cnc2ccccc2n1)c1cccc(F)c1
-6%	O=C(Nc1cccc2ccccc12)c1ccc([N+](=O)[O-])s1
2%[57.5 µM]	COc1ccc(N2CCN(C(=O)CCc3ccc(S(=O)(=O)NC(C)(C)C)cc3)CC2)cc1
-11%	COCC(=O)NC1CCN(CC(=O)Nc2ccccc2[N+](=O)[O-])CC1
1%[57.5 µM]	COC(=O)c1c(C)nc(C)c(C(=O)OC)c1-c1ccsc1
5%	Cc1cccn2cc(-c3cc4ccccc4oc3=O)nc12
-6%	O=C(Cn1nnc(-c2ccccc2)n1)N/N=C/c1cc([N+](=O)[O-])c(Cl)cc1Cl
-1%	O=C(O)CCC(=O)NNC(=O)c1cccs1
-22%	C[n+]1ccccc1C1CCCC/C1=N\Nc1ccc([N+](=O)[O-])cc1[N+](=O)[O-] (stereo not drawn)
3%	COc1ccc(-c2cc(C(F)(F)F)nc(S(=O)(=O)CCCC(=O)Nc3cccnc3Cl)n2)cc1OC
0%[57.5 µM]	NC(=O)NCC(=O)N1CCC(C(O)(c2ccccc2)c2ccccc2)CC1
8%	CCCCNC(=O)CSc1nc2ccc(NC(=O)CSc3nnc(N)s3)cc2s1
-11%	OCC1(CCc2ccccc2)CCN(Cc2cccn2-c2cccnc2)CC1
-1%	Cc1ccc(S(=O)(=O)N(C)CCCC(=O)Nc2cc(C)ccc2C)cc1
-8%[57.5 µM]	Cc1ccc(SCCN2CCN(CC(C)C)CCC2=O)cc1
-7%	COC(=O)c1cc(NC(=S)NCc2ccc(Cl)cc2)cc(C(=O)OC)c1
-4%[57.5 µM]	CC(=O)Nc1nc2ccccc2n1Cc1ccccc1Cl
5%	C=CCc1cccc(/C=N/NC(=O)CNc2cccc3ccccc23)c1O
4%	COc1ccc(Nc2nc(C(F)(F)F)nc(C)c2C#N)cc1
-9%	Cc1ccc(S(=O)(=O)N2CCN(C(=O)CSc3nc(N)cc(=O)[nH]3)CC2)c(C)c1
4%	COc1cc2c(cc1OC)C1=C(C#N)CCC(=O)N1CC2
-4%	CCOC(=O)c1c(-c2ccc(F)cc2)csc1NC(=O)C1CCCO1 (stereo not drawn)
5%	O=C(Nc1nc(-c2cccc3ccccc23)cs1)c1cnccn1
9%	CCn1c(SCC(=O)N2CCN(c3ccccc3)CC2)nc2c(c1=O)SC(C)C2 (stereo not drawn)
6%[57.5 µM]	C=CCSc1nc2ccccc2c(=O)n1C1CCOC(C)(C)C1 (stereo not drawn)

Reformatted: four of the compounds above
smiles: CC(=O)Nc1nc2ccccc2n1Cc1ccccc1Cl
  ERK EGF block: -4%[57.5 µM]

smiles: C=CCc1cccc(/C=N/NC(=O)CNc2cccc3ccccc23)c1O
  ERK EGF block: 5%

smiles: COc1ccc(Nc2nc(C(F)(F)F)nc(C)c2C#N)cc1
  ERK EGF block: 4%

smiles: Cc1ccc(S(=O)(=O)N2CCN(C(=O)CSc3nc(N)cc(=O)[nH]3)CC2)c(C)c1
  ERK EGF block: -9%

The listing continues:
ERK EGF block	compound
1%[57.5 µM]	COc1ccc2[nH]cc(CCNC(=O)C3CCCNC3=O)c2c1 (stereo not drawn)
2%	Cc1cc(C(=O)CCl)c(C)n1Cc1ccco1
3%	Cc1ccc(N2C(=O)[C@@H]3[C@H](C2=O)[C@H]2C=C(C(=O)c4ccccc4)C=CN2[C@@H]3C(=O)c2ccc(Cl)cc2)cc1
?	S=c1[nH]c(-c2ccccc2)cn1/N=C/c1ccc(Br)cc1
-1%[57.5 µM]	O=C(NCc1ccco1)Nc1ccc(OC(F)(F)F)cc1
-13%	Clc1ccc(N=c2ssnc2Cl)nc1
?	COc1cc(C(=O)Nc2nc(-c3ccc(F)cc3)cs2)ccc1OCC(=O)N1CCOCC1
3%	O=C(C[n+]1ccc(CCSc2ccc(F)cc2)cc1)c1ccccc1
10%[57.5 µM]	CN1CCN(c2ccc(CNS(=O)(=O)c3cccc(F)c3)cc2)CC1
3%	COc1ccc([N+](=O)[O-])cc1N(CC1CO1)S(=O)(=O)c1ccc(C)cc1 (stereo not drawn)
-14%	CC1(C)CCCN(C(=O)c2ccc3c(c2NCCO)C(=O)c2ccccc2C3=O)C1
0%	COc1ccc(N(C)S(=O)(=O)c2cccc(C(=O)NCC3CCCCC3)c2)cc1
-4%	CC(=O)N1CCC[C@H]1C(=O)O
4%	COC(=O)c1ccc(CSc2nnc(-c3c[nH]c4ccccc34)n2-c2ccccc2)cc1
